HIV fusion peptide: inhibitors of HIV fusion peptide binding, primary screen, biochemical, uHTS, fluorescence dequenching (AID 1986); cell-free peptide binding, fluorescence dequenching, 30 min; higher % means a stronger effect; inhibition, % at 20 µM; hits with a dose series show IC50 in µM; hit rate 0.3% among 290,000; in the data active means inhibition mostly above about 52%, no sharp cut-off; inactive means mostly below about 76%; further: some results filed as inactive read as strong as hits
Myeloid diff MLP: myeloid differentiation induction. ER-HoxA9 myeloid progenitors, lysozyme-GFP differentiation, flow cytometry. hit rate 1% among 360,000. calls only at 10 µM;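 active means normalized GFP-positive differentiation at or above the plate's own cutoff, the solvent-only control mean plus 3 SD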;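 further: cells exposed to compound for four days before flow analysis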
KOR beta-arrestin-1: KOR agonists, beta-arrestin recruitment, primary screen, cell-based, luminescence, uHTS (AID 1777); KOR beta-arrestin recruitment, luminescence; higher % means a stronger effect; activation, % at 10 µM; hits with a dose series show EC50 in µM; hit rate 0.02% among 280,000; in the data active means activation above about 50%, passing the limit was not always enough; further: a part of the inactive calls stands beside numbers as strong as those of hits
GPR35 antagonists: GPR35 antagonists blocking zaprinast-driven arrestin recruitment, primary screen, imaging, U2OS, beta-arrestin-GFP, zaprinast agonist (AID 2058); U2OS GPR35 beta-arrestin-GFP translocation imaging, zaprinast antagonism; higher % means a stronger effect; inhibition, % at 10 µM; hits with a dose series show IC50 in µM; hit rate 0.052% among 290,000;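 active means inhibition of at least 50% with at least 30 cells and total cytoplasm GFP at most 10,000,000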
HEK293 NOD2/NF-kB: NOD2 signaling inhibitors, cell-based, luminescence, uHTS, HEK293 (AID 1566); HEK293 NOD2/NF-kB luciferase reporter, luminescence; higher % means a stronger effect; one-dose inhibition, % at 4 µM; EC50 in µM for titrated hits; hit rate 0.63% among 290,000; further: many of its hits are not listed in these tables
GPR55 beta-arrestin: GPR55 agonists via beta-arrestin recruitment, primary screen, imaging, U2OS cells, beta-arrestin-GFP redistribution (AID 1961). hit rate 0.048% among 290,000. U2OS GPR55 beta-arrestin-GFP redistribution imaging; higher % means a stronger effect. activation, % at 10 µM; hits with a dose series show EC50 in µM;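 active means activation above 40% with more than 50 cells counted in the well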;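 further: U2OS osteosarcoma cells stably expressing GPR55 and beta-arrestin-GFP; plate controls were DMSO negative control for no effect and LPI positive control for full effect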
GPR55 antagonists: inhibition of LPI-stimulated GPR55 beta-arrestin translocation – imaging, U2OS, beta-arrestin-GFP, LPI agonist, primary screen (AID 2013); U2OS GPR55 beta-arrestin-GFP translocation imaging, LPI antagonism; higher % means a stronger effect; inhibition, % at 10 µM; hits with a dose series show IC50 in µM; hit rate 0.13% among 290,000;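 active means spots per cell inhibited over 60%, with over 100 cells counted and total cytoplasm intensity under 500,000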;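 further: U2OS cells stably carrying GPR55 and arrestin-GFP stimulated by 5 µM LPI near EC80; imaged beta-arrestin-GFP aggregate spots per cell after agonist stimulation; plate controls were LPI-stimulated DMSO wells for no effect and DMSO wells without LPI for full effect; some results filed as inactive read as strong as hits; confirmed hits need IC50 under 10 µM and bright autofluorescent wells are also inconclusive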
NOD1 NF-kB reporter: inhibition of NOD1-driven NF-kB reporter – cell-based, luminescence, uHTS, primary screen (AID 1578); hit rate 1% among 290,000; NOD1-driven NF-kB luciferase reporter cells, luminescence; higher % means a stronger effect; one-dose inhibition, % at 4 µM; EC50 in µM for titrated hits; in the data active means inhibition mostly above about 36%, no sharp cut-off; inactive means mostly below about 34%;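 further: HEK-293T reporter cells stimulated with the NOD1 agonist gamma-tri-DAP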
KOR beta-arrestin-2: KOR antagonists, beta-arrestin recruitment, cell-based, luminescence, uHTS (AID 1778); one-dose inhibition, % at 10 µM; IC50 in µM for titrated hits; KOR beta-arrestin recruitment, luminescence, antagonist mode; higher % means a stronger effect; hit rate 0.091% among 290,000; further: strong numbers were not always called active
Myeloid diff MLP GFP+ MAC1+ %: second read-out of Myeloid diff MLP, no call of its own (marks repeat the call); GFP+ MAC1+ double positive, %; measured here: differentiation confirmed by MAC1 staining
Numbers without * were called inactive; i = inactive; · = not tested or not shown; [ ] = dose if it differs, or a comment. Unless noted, no stated cut-off is given here; in the data, active means inhibition above about 50%; inactive means the rest. These rows are one share of the data (hit frequency here may not be typical).

Start of the data: the first 3 records as a preview:
SMILES	HIV fusion peptide	Myeloid diff MLP	Myeloid diff MLP GFP+ MAC1+ %	KOR beta-arrestin-1	GPR35 antagonists	HEK293 NOD2/NF-kB	GPR55 beta-arrestin	GPR55 antagonists	NOD1 NF-kB reporter	KOR beta-arrestin-2
COc1cc(NC(=O)CN2C(=O)CSc3ccc(S(=O)(=O)N4CCCC4)cc32)cc(OC)c1	-0.9%	i	3.2	-2.3%	8%	9%	0.3%	11%	-8%	-16%
CN1CCc2ccccc2CC1=O	1.6%	i	1.0	1.3%	-12%	14%	-0.2%	8%	-34%	-10%
COC(=O)c1cccc(COC(=O)c2ccc(CS(=O)(=O)c3ccc(C)cc3)cc2)c1	-2.1%	i	1.4	1.6%	5%	16%	-0.1%	17%	-7%	-12%

This part in full (from the top)
SMILES	HIV fusion peptide	Myeloid diff MLP	Myeloid diff MLP GFP+ MAC1+ %	KOR beta-arrestin-1	GPR35 antagonists	HEK293 NOD2/NF-kB	GPR55 beta-arrestin	GPR55 antagonists	NOD1 NF-kB reporter	KOR beta-arrestin-2
COc1cc(NC(=O)CN2C(=O)CSc3ccc(S(=O)(=O)N4CCCC4)cc32)cc(OC)c1	-0.9%	i	3.2	-2.3%	8%	9%	0.3%	11%	-8%	-16%
CN1CCc2ccccc2CC1=O	1.6%	i	1.0	1.3%	-12%	14%	-0.2%	8%	-34%	-10%
COC(=O)c1cccc(COC(=O)c2ccc(CS(=O)(=O)c3ccc(C)cc3)cc2)c1	-2.1%	i	1.4	1.6%	5%	16%	-0.1%	17%	-7%	-12%
Cc1cc(=O)n2[nH]c(C(F)(F)F)c(-c3ccccc3)c2n1	0.5%	i	0.7	1.6%	5%	24%	-0.1%	1%	-10%	16%
Cc1cccc(N2CCN(C(=O)c3cnn4c(C(F)F)cc(-c5ccccc5)nc34)CC2)c1C	-0.4%	i	3.2	5.1%	0%	-3%	-0.1%	29%	-9%	-47%
O=C(O)c1ccc(N2CCc3ccccc32)c([N+](=O)[O-])c1	-1.0%	i	0.5	-2.1%	14%	13%	0.0%	-1%	-7%	-3%
CC(=O)Nc1cccc(-c2nnc(SCC(=O)N3CCCCC3)n2C)c1	1.3%	i	1.1	-3.2%	9%	8%	-0.1%	13%	-34%	-1%
Cc1c(NC(=O)c2ccc(NC(=O)C3CC3)cc2)cccc1C(=O)O	0.2%	i	1.1	5.1%	17%	7%	-0.1%	3%	-27%	1%
O=C(NCc1ccccc1Br)C1CCCO1 (centres undefined)	-0.2%	i	2.6	-3.7%	2%	7%	0.5%	4%	-20%	10%
O=C1Nc2ccc(S(=O)(=O)NCCCO)c3cccc1c23	0.5%	i	1.0	-3.7%	-5%	5%	-0.1%	9%	-3%	-25%[20 µM]
CC(C)CNC(=O)COC(=O)/C=C/c1ccco1	5.0%	i	0.7	0.0%	-3%	-6%	-0.2%	9%	-41%	-9%
COc1ccccc1CNC(=O)c1ccc(Cl)c(NC2=NC3CS(=O)(=O)CC3S2)c1 (centres undefined)	-1.7%	i	1.3	·	2%	18%	-0.1%	8%	8%	5%[20 µM]
O=C1c2cnc3nc(SCc4ccc(Cl)cc4)nn3c2CC2c3ccccc3CCN12 (centres undefined)	0.6%	i	3.7	2.0%	18%	6%	-0.2%	13%	-45%	-8%
CS(=O)(=O)N(CC(=O)N1CCCCCC1)c1cccc(F)c1	-0.8%	i	0.2	-1.0%	4%	9%	1.0%	2%	-22%	-36%[20 µM]
COc1ccc(CN(C)CC(O)COc2ccc(C(=O)c3ccccc3)cc2)c(OC)c1OC (centres undefined)	-1.9%	i	1.7	-2.4%	5%	14%	0.2%	10%	-22%	-5%
CCN(CC)CC(=O)Nc1ccc(-c2ccc(NC(=O)CN(CC)CC)c(OC)c2)cc1OC	2.3%	i	0.4	-3.7%	-6%	6%	0.2%	-2%	-37%	-86%[20 µM]
CCC(=NCc1ccccc1)c1c(C(F)(F)F)[nH]n(-c2nc3ccccc3s2)c1=O	4.9%	i	0.5	-2.2%	0%	13%	-0.1%	10%	-4%	-42%
COc1cc(C(=O)Nc2nc(C)c(Cc3ccc4c(c3)OCO4)s2)cc(OC)c1OC	-3.3%	i	0.2	3.0%	24%	-10%	-0.2%	2%	47%	-56%
CC(C(=O)Nc1ccc(C#N)cc1)N(C)Cc1cccs1 (centres undefined)	-0.4%	i	0.7	-1.5%	29%	6%	·	5%	-24%	7%
CC(CC1CC(C)(C)OC1=O)C(=O)Nc1nncs1 (centres undefined)	1.8%	i	7.4	-5.7%	-17%	22%	-0.1%	7%	15%	-4%
Cc1ccc(C)c(Cn2nnc3c(=O)[nH]c(C(=O)NCC4CCCO4)nc32)c1 (centres undefined)	-0.2%	i	4.6	-1.8%	-2%	6%	1.0%	-2%	-29%	41%
O=C(CSc1nnnn1C1CCCCC1)NCCc1ccccc1	-2.1%	i	1.7	-2.4%	14%	-5%	-0.2%	-1%	-10%	-4%
CSCCC(NC(=O)c1cccc(C)c1)C(=O)OCC(=O)NC(=O)c1cccn1C (centres undefined)	4.3%	i	0.3	-0.8%	23%	9%	0.5%	2%	0%	6%
Cc1ccccc1Cn1nc(C)c(NC(=O)c2nc3n(n2)C(C(F)F)CC(C)N3)c1C (centres undefined)	1.4%	i	0.7	-2.5%	22%	6%	-0.2%	6%	-21%	-20%
COC(c1ccc(Cl)cc1)(c1ccc(Cl)cc1)C(Oc1nc(C)cc(C)n1)C(=O)O (centres undefined)	4.9%	i	0.4	-3.0%	16%	33%	-0.1%	1%	12%	-11%[20 µM]
C=CCn1c(SC/C=C/c2ccccc2)nnc1-c1sc(N)nc1C	3.5%	i	1.1	-2.5%	8%	10%	-0.2%	22%	-13%	18%
COc1ccccc1OCCNC(=O)CCNC(=O)c1ccccc1Cl	-1.6%	i	0.5	-4.8%	13%	-24%	0.0%	9%	1%	27%
O=[N+]([O-])c1ccc(-n2nncc2-c2ccc(Cl)cc2)cc1	2.0%	i	7.5	0.2%	-12%	4%	0.0%	11%	-6%	14%
Cc1ccc2nc(Nc3ccccc3)c(C=O)c(=O)n2c1	-0.7%	i	0.6	5.7%	7%	-25%	-0.1%	-8%	-29%	-21%
Cc1ccc(N2C(=O)[C@@H]3C(c4cccnc4)=NO[C@@H]3C2=O)cc1	-1.3%	i	0.9	7.5%	-1%	-6%	-0.3%	7%	7%	15%
OC1=C(O)c2nc3cc(C(F)(F)F)ccc3nc21	-1.6%	i	0.4	·	-3%	6%	1.0%	-12%	-5%	-1%
O=C(NCCCN1CCCC1=O)c1cccc(Oc2ccccc2)c1	0.1%	i	0.6	-5.1%	4%	19%	-0.1%	8%	-38%	-10%
Cc1cc(=O)oc2cc(OCc3ccc(C(=O)N4CCN(c5ccc([N+](=O)[O-])cc5)CC4)cc3)ccc12	1.1%	i	0.6	4.0%	-4%	12%	0.1%	13%	2%	17%
CCCCCC(=O)Nc1ccc2ccccc2c1	1.4%	i	0.7	-3.0%	0%	20%	0.0%	11%	-9%	·
Nc1nc(NCCCN2CCOCC2)nc(Nc2cccc(Cl)c2)c1[N+](=O)[O-]	-1.2%	i	0.9	1.2%	2%	9%	-0.1%	-22%	-8%	-22%
CCCCOC(=O)c1ccc(NC(=O)C(=O)NCc2cccnc2)cc1	-0.9%	i	0.6	·	13%	30%	0.2%	-3%	54%	-37%[20 µM]
CCCCOc1ccc(NC(=O)C2OC3OC(C)(C)OC3C3OC(C)(C)OC23)cc1 (centres undefined)	-0.2%	i	0.1	5.0%	4%	-11%	0.1%	4%	-23%	-7%
O=C(O)c1ccc(-c2nc(-c3ccccc3)c(-c3ccccc3)[nH]2)cc1	30%	i	0.2	-0.3%	-10%	3%	1.2%	2%	-14%	-22%
CCCNS(=O)(=O)c1ccc(CCC(=O)Nc2cc(Cl)ccc2Oc2ccccc2)cc1	3.2%	i	0.7	16%	-14%	-6%	0.1%	26%	79%*	15%
N/C(=N\S(=O)(=O)c1cc(C(F)(F)F)cc(C(F)(F)F)c1)c1ccccc1	-1.5%	i	1.1	-1.8%	3%	-10%	0.2%	12%	-14%	8%
COc1ccc(F)cc1S(=O)(=O)NC1CCCCCC1	1.7%	i	1.3	-1.6%	-2%	-9%	0.7%	-4%	-15%	-13%
CCN1CCc2c(sc(NC(=S)NC(=O)c3ccccc3)c2C#N)C1	26%	i	3.2	4.0%	-3%	-27%	-0.1%	21%	2%	-33%
COc1cccc(-c2ccc(=O)n(CC(=O)Nc3ccc(S(=O)(=O)NCC(C)C)cc3)n2)c1	6.7%	·	·	0.6%	0%	-1%	-0.1%	5%	-9%	12%[20 µM]
O=c1c(-c2ccc(O)cc2)coc2c(C3O[C@H](CO)[C@@H](O)[C@H](O)[C@H]3O)c(O)ccc12 (some centres undefined)	-0.8%	·	·	-0.4%	9%	23%	0.0%	5%	-2%	-5%
CCNc1nc(Oc2ccc(OC)cc2)cc(C(F)(F)F)n1	2.1%	i	0.7	6.6%	-14%	-1%	-0.1%	-4%	-30%	-56%[20 µM]
O=C(Nc1nnc(SCCN2CCOCC2)s1)C1CC(=O)N(c2ccc(F)cc2)C1 (centres undefined)	8.3%	i	2.7	3.7%	-3%	9%	0.2%	4%	-4%	-11%
COc1ccccc1N(CC(=O)NCCc1ccccc1)C(=O)CCC(=O)Nc1cc(C)ccn1	-0.7%	i	0.2	0.4%	3%	12%	0.0%	5%	3%	-28%
N/C(=N\OC(=O)COc1ccc(Br)cc1Cl)c1cccnc1	1.8%	i	0.9	2.5%	-4%	-101%	1.1%	9%	-90%	·
NC(=O)c1cccc2ccccc12	-0.4%	i	0.3	2.8%	-2%	11%	0.5%	-2%	-2%	24%
Cc1cccc(C)c1NC(=O)CNC(=O)Cc1ccccc1[N+](=O)[O-]	1.3%	i	0.0	3.1%	2%	-14%	0.3%	-10%	-2%	-11%
Continuation:
SMILES	HIV fusion peptide	Myeloid diff MLP	Myeloid diff MLP GFP+ MAC1+ %	KOR beta-arrestin-1	GPR35 antagonists	HEK293 NOD2/NF-kB	GPR55 beta-arrestin	GPR55 antagonists	NOD1 NF-kB reporter	KOR beta-arrestin-2
CC(CNC(=O)COc1ccccc1)OC(=O)Nc1ccc(Cl)c(Cl)c1 (centres undefined)	0.9%	i	0.7	-3.0%	-9%	-6%	0.6%	28%	-7%	14%
CCOC(=O)C1(C)/C(=N/Nc2ccccc2OC)C(=O)C(=O)N1c1ccccc1 (centres undefined)	-3.9%	i	0.8	-3.6%	16%	7%	0.0%	-7%	-24%	-6%[20 µM]
CC(=O)N(C)c1ccc(NC(=O)Nc2cccc3ccccc23)cc1	-0.4%	i	0.7	9.8%	6%	-7%	-0.1%	-6%	-44%	-32%
Brc1ccc(OCc2ccccc2)c(CNCc2ccncc2)c1	-1.7%	i	0.5	-2.3%	-12%	-19%	-0.1%	2%	44%	-27%

Source: PubChem BioAssay (several laboratories)
